aGlu spleen mod: lysosomal alpha-glucosidase (human) modulation | Potency, µM (top dose mostly 79.9 µM), for the others: at the top dose activity change, negative = inhibition, actives largely listed as inhibitors | actives 0.006% (n = 240,000) | P10253 | human spleen homogenate, 4-MU-alpha-glucoside fluorescence;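 note: 0% = enzyme with vehicle and -100% = no enzyme basal signal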
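Compounds were titrated against alpha-glucosidase in spleen homogenate at pH 5.0, with 1 mM 4-methylumbelliferyl substrate for 40 min at 37 C. Reactions were quenched with pH 10 NaOH/glycine and fluorescence measured.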
GAA glycogen: alters human alpha-glucosidase cleavage of glycogen; P10253; recombinant GAA, glycogen substrate, Amplex Red glucose oxidase fluorescence; Potency, µM (top dose mostly 76.4 µM), for inactives: at the top dose activity change, negative = inhibition, usual class: inhibitors; actives 0.38% (n = 300,000); AID 2100;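 note: 0% = full enzyme reaction and -100% = no-enzyme basal signal; the screen sought inhibitors and activators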
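qHTS, 1536-well; enzyme 4 nM final; cpd up to 77 uM; substrate bovine liver glycogen 30 ug; 50 mM citrate/phosphate pH 5.0, 0.01% Tween-20; 37 C, 40 min; Amplex Red detection 45 min RT; Hill fit → AC50.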
GAA inh: blocks human lysosomal alpha-glucosidase | purified human GAA, 4-MU-alpha-glucoside fluorescence | Potency, µM (highest dose often 76.9 µM), for inactives: at the top dose activity change, negative = inhibition, most hits filed as inhibitors | actives 0.005% (n = 200,000) | AID 1466;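 note: plate controls were uninhibited enzyme wells for no effect and no-enzyme background for full effect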
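Endpoint fluorogenic read: 20 min room-temperature reaction of 4 nM human alpha-glucosidase with 400 uM 4-methylumbelliferyl-alpha-D-pyranoside, pH 5.0, quenched with 1M NaOH/1M glycine pH 10. AC50 from Hill modeling.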
RGS12 GoLoco inh: inhibitors of human Gai1-RGS12 GoLoco interaction (red fluorophore). Gai1:RGS12 GoLoco peptide FP, rhodamine, 10 min. Potency, µM (highest dose often 61.6 µM), without a hit: at the top dose activity, negative = inhibition, hits mostly inhibitors. actives 0.44% (n = 230,000). AID 880; active = well fitted inhibition curve with a large enough effect, not every such curve was filed as active; inactive = no such curve, though single readings can be large or run the other way; note: % is set by controls: 0 for no effect and ±100 for the full control effect; nearly all actives have a fitted effect of over 30% in size; many of its hits are not listed in these tables
Target sequence (P63096 whole entry, looked up): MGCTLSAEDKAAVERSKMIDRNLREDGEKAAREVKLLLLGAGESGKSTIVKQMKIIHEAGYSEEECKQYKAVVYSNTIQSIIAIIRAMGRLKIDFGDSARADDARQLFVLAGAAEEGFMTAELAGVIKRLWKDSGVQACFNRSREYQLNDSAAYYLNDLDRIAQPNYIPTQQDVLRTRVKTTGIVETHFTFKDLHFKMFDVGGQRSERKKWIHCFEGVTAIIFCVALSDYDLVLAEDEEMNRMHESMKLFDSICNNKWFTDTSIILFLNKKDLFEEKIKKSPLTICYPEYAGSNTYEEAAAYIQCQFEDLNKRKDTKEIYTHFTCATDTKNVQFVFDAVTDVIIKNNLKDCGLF
HTT ATP protect: cytoprotection in Huntington HTT-Q103 PC12 cell model | Potency, µM (top dose mostly 56.4 µM), inactives show cytoprotection (ATP increase), hits mostly activators | PC12 HTT-Q103 induced, cytoprotection, ATP luminescence, 40 h | actives 0.14% (n = 230,000);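 note: % of control where 0% means no effect; nearly all actives have a fitted effect of over 45% in size; toxic huntingtin expression switched on by the ecdysone agonist tebufenozide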
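Compounds added alongside 100 nM tebufenozide, which induces toxic Q103 huntingtin exon 1-GFP in stable PC12 cells; surviving cells quantified by luminescent ATP measurement. Medium: phenol red-free DMEM, 5% equine and 5% calf serum.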
IMPase Li cell: membrane-permeable IMPase blocker, potentiated with lithium. CHO-M1 cells, IP1 TR-FRET (IP-One), carbachol + lithium. Potency, µM (titrated, usually from 59.4 µM), for the others: at the highest dose activity, negative = IMPase inhibition, usual class: inhibitors. actives 0.35% (n = 210,000);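 note: IP1 builds up when IMPase is blocked and the TR-FRET signal falls; plate controls were basal vehicle for no effect and high inhibitor control for full effect; nearly all actives have a fitted effect of over 50% in size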
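CHO cells stably expressing M1 receptor (2000/well) were cultured 16–30 h, then exposed to compounds with a small lithium addition for 30 min at 37C. IP1 was measured by TR-FRET competition; AC50 from Hill fits.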
HTT aggregate: mutant huntingtin aggregation inhibition. actives 1.1% (n = 220,000). AID 1688. Potency, µM (doses to about 46.1 µM), inactives show at the top dose activity change, negative = inhibition, usual class: inhibitors. PC12 HttQ103-GFP aggregates, Acumen cytometry, 40 h; note: % is set by controls: 0 for no effect and ±100 for the full control effect; nearly all actives have a fitted effect of over 60% in size
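Inducible Q103 Huntingtin exon 1–GFP PC12 line, 1500 cells/well in phenol red free DMEM with 5% equine and 5% calf serum. Tebufenozide 100 nM induced expression; compounds titrated; aggregates quantified by cytometry.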
An asterisk follows results filed as active; u = inconclusive; x = not tested or not shown; & = joins results of further samples; [ ] = dose if it differs, or a comment. Unless noted, calls come from the whole dose curve; as a rule, active = well fitted curve in the direction sought with a large enough effect; inconclusive = small, poorly fitted or top-dose-only effect, or another doubt; inactive = no such curve, though single readings can be large; an effect the other way counts as inactive or inconclusive. Potency is the fitted concentration of half-maximal effect.

SMILES	RGS12 GoLoco inh	aGlu spleen mod	GAA glycogen	GAA inh	HTT aggregate	HTT ATP protect	IMPase Li cell
COc1ccc(-c2nsc3c(SCC(=O)Nc4cc(C)ccc4C)ncnc23)cc1	8%	1%	1%	-1%	5%	-28%	u
COc1ccc(S(=O)(=O)Nc2cccc(N(C)S(C)(=O)=O)c2)cc1Br	x	-8%	6%	-14%	-12%	16%[10 µM]	x
CCN(CC)CC(=O)Nc1scc2c1c(=O)oc1ccccc12	-2%	-17%	9%	x	-22%[9.22 µM]	-4%[10 µM]	x
COC(=O)Nc1ccc(S(=O)(=O)N2CCC(C)CC2)cc1	-3%	2%	-6%	1%	0%	9%	38%[activator][38.3 µM]
CC1(C)CC(=O)CC(=Nc2ccc(C(=O)O)cc2)C1	12%	0%	-2%	-5%	9%	12%[1.9 µM]	24%[38.3 µM]
CCOc1cc(-c2noc(CCC(=O)N3CCOCC3)n2)ccc1OC	4%	1%	11%	1%	23%	-15%[0.074 µM]	-2%[38.3 µM]
C/C(=N\NC(N)=S)C1(C)CC2(CC(C)(C)OC2=O)C(=O)O1 (centres undefined)	-1%	3%	-2%	x	-10%[9.22 µM]	14%[10 µM]	x
CCCN(Cc1ccccc1)C(=S)Nc1ccc(OCC)cc1	1%	-7%	-9%	-5%	4%	-17%[10 µM]	23%
CCN(CC)S(=O)(=O)c1cccc(-c2nnc(SCC(=O)NCCC3=CCCCC3)n2N)c1	1%	-2%	3%	-2%	-13%	-29%	14%[38.3 µM]
Cc1ccccc1CN(C)CCc1ccccn1	-9%	2%	-7%	-25%	9%	-24%	2%
COc1cc(-c2nnc(SCc3cccnc3)n2C)cc(OC)c1O	-30%	-1%	-11%	u	0%	-40%	19%[38.3 µM]
CC(/C=C/c1ccc(C)o1)=C\C(=O)O	-21%	-5%	-2%	-20%	u	-29%	-1%[38.3 µM]
CC(C)CC(=O)Nc1ccc(-c2nnn(CC(=O)NCc3ccco3)n2)cc1	6%	-5%	-11%	u	2%[9.22 µM]	5%[10 µM]	8%
CCCCCC(=O)Nc1ccc2oc(-c3ccncc3)nc2c1	7%	7%	-2%	1%	-4%	-11%	-4%[38.3 µM]
CCOC(=O)c1[nH]c2c(c1-c1ccccc1)C(=O)CC(c1ccc(Cl)cc1)C2 (centres undefined)	-8%	3%	-4%	-1%	6%	x	u
O=C(NC1CC1)C1CCN(Cc2cnn(-c3ccccc3)c2-n2cccc2)CC1	6%	-11%	0%	-12%	13%	-47%[inhibitor]	0%[38.3 µM]
Cn1c(=O)c2c(nc(NCCO)n2CCc2ccccc2)n(C)c1=O	12%	-5%	4%	11%	-11%	-23%[0.074 µM]	22%[38.3 µM]
COC(=O)[C@@H]1C[C@H]2CC[C@H](O)C[C@H]2N1Cc1ccc(C(C)(C)C)cc1	13%&12%	-4%&5%	1%	x	2%[9.22 µM]	-25%	-3%
Cc1ccc(C(=O)N/C(=C/c2ccccc2)C(=O)NCc2ccncc2)cc1	-7%	4%	7%	x	13%[9.22 µM]	9%[10 µM]	x
Cc1ccc(C)c(-c2nc3cc(N)ccc3o2)c1	8%	u	0%	-2%	-18%	18%	-14%[38.3 µM]
CC(C)(C)c1ccc(C(=O)c2c[nH]c(C(=O)NCCc3ccccn3)c2)cc1	4%	-2%	8%	-6%	2%	-1%[10 µM]	-9%
CC(C)(C)c1ccc(O)c(CN(Cc2c(O)ccc3ccccc23)C2CCCCC2)c1	-1%[14.2 µM]	x	x	x	x	0%[10 µM]	-1%
CC(Oc1cccc2cccnc12)C(=O)N/N=C/c1ccccc1 (centres undefined)	4%	-4%	-1%	1%	-21%	-19%	-2%
O=C(NN1CCOCC1)c1cc(-c2cccc(Cl)c2)nc2ccccc12	12%	-13%	10%	12%	3%	-41%	-2%[38.3 µM]
COc1ccc(NS(=O)(=O)c2c(F)cc(F)c(Cl)c2F)cc1S(=O)(=O)N1CCCCC1	3%	1%	-2%	-6%	-3%	37%[10 µM]	0%
CC(=O)Nc1nnc(SCc2ccc(F)cc2)s1	8%	1%	-1%	3%	u	-13%	-15%[38.3 µM]
Cc1csc(NC(=O)CSc2nnc(-c3ccc(Cl)cc3)n2N)n1	8%	2%	2%	-1%	-16%	4%	8%[38.3 µM]
Cc1cc(SCC(=O)Nc2ccc(O)cc2)n2ncc(-c3ccccc3)c2n1	13%	-2%	-2%	-19%	4%[9.22 µM]	0%[10 µM]	x
Fc1c(F)c(F)c(/C=N/NC(=S)Nc2cccnc2)c(F)c1F	26%	5%	-9%	-9%	23%	-6%[10 µM]	0%
CC(C)Cn1c(=O)c2ccccc2c2ccccc2c1=O	-11%	-3%	-27%	-13%	3%	4%[0.074 µM]	13%[38.3 µM]
CC(C)NC(=O)CN1C(=O)NC(CCc2ccccc2)C1=O (centres undefined)	-15%	2%	-8%	-2%	6%	-11%	-12%[38.3 µM]
Cc1nc(-c2ccc(Cl)cc2)sc1C(=O)NN	-1%	-3%	u	x	-13%[9.22 µM]	-62%[inhibitor][10 µM]	x
C=C(C)Cc1c(C)c(C#N)c2nc3ccccc3n2c1NCCCN(C)C	3%	-2%	11%	x	5%[9.22 µM]	0%[10 µM]	x
CCOC(=O)N=Nc1c(O)n(Cc2ccccc2)c2ccccc12	8%	-12%	5%	u	15%	-11%	17%
CCCCc1c(C)c2ccc(OCC(C)=O)cc2oc1=O	1%	1%	-2%	6%	-9%	-52%[inhibitor]	18%[38.3 µM]
c1ccc2c(-c3nn4nnnc4c4ccccc34)cccc2c1	7%	-5%	-1%	-4%	-12%[9.22 µM]	-25%	2%[38.3 µM]
Cc1cc(C(=O)OCC(=O)c2cccc([N+](=O)[O-])c2)c2ccccc2n1	5%	-12%	-1%	6%	2%	-2%[10 µM]	1%
O=C(c1ccc([N+](=O)[O-])cc1)N1CCSC1c1ccc(Br)cc1 (centres undefined)	4%	-9%	3%	-5%	-14%	-27%	7%
Cc1ccnc(NS(=O)(=O)c2cccc3nsnc23)c1	-11%	1%	7%	-5%	8%	18%	-7%[38.3 µM]
Cc1csc(NC(=O)C2=NN(c3ccccc3)C(=O)CC2)n1	12%	-4%	-12%	-5%	-1%	u	4%

Ordered by count of non-hydrogen atoms (highest first): 3 of the compounds above
SMILES	RGS12 GoLoco inh	aGlu spleen mod	GAA glycogen	GAA inh	HTT aggregate	HTT ATP protect	IMPase Li cell
COc1ccc(NS(=O)(=O)c2c(F)cc(F)c(Cl)c2F)cc1S(=O)(=O)N1CCCCC1	3%	1%	-2%	-6%	-3%	37%[10 µM]	0%
CC(C)(C)c1ccc(C(=O)c2c[nH]c(C(=O)NCCc3ccccn3)c2)cc1	4%	-2%	8%	-6%	2%	-1%[10 µM]	-9%
Cc1csc(NC(=O)CSc2nnc(-c3ccc(Cl)cc3)n2N)n1	8%	2%	2%	-1%	-16%	4%	8%[38.3 µM]

(cont.)
SMILES	RGS12 GoLoco inh	aGlu spleen mod	GAA glycogen	GAA inh	HTT aggregate	HTT ATP protect	IMPase Li cell
Cc1ccc(O)c(NC(=O)c2cc([N+](=O)[O-])ccc2Cl)c1	20%	0%	u	5%	-16%	-19%	17%
Nc1nc(SCc2ccccc2Cl)n[nH]1	3%	0%	2%	0%	22%[9.22 µM]	10%	12%[38.3 µM]
C=CCn1c(SCC(=O)N2CCOCC2)nc(O)c(Cc2ccccc2)c1=O	14%	1%	2%	2%	-2%	12%	15%[38.3 µM]
O=C1NC(Nc2nccs2)(C(F)(F)F)C(=O)N1CCc1ccccc1 (centres undefined)	2%	-4%	0%	2%	-10%	21%	9%[38.3 µM]
CCOc1cc(C)c(C(C)C)cc1S(=O)(=O)N1CCOCC1	10%	-2%	3%	-4%	3%	4%	24%[38.3 µM]
CSc1nc(=O)n2cccc(C)c2n1	-1%	-6%	4%	0%	-5%	12%[10 µM]	-4%
FC(F)(F)c1cccc(Nc2ncnc3ccccc23)c1	1%	-6%	-13%	9%	u	-21%	0%[38.3 µM]
O=C(NC(=S)Nc1ccc(Cc2ccncc2)cc1)c1ccccc1Cl	x	2%	-4%	-3%	0%	7%[10 µM]	x
Cc1ccc(-c2nc(N)sc2CC(=O)OCC(=O)N2C(C)CCCC2C)cc1 (centres undefined)	22%	-5%	-4%	-8%	-4%	24%[1.9 µM]	4%
CCn1nnc2cc(C(=O)O)ccc21	-4%	9%	-4%	-7%	-6%[9.22 µM]	4%[10 µM]	x
CCC1=NN(C(=O)COc2ccccc2)C(O)(c2ccncc2)C1 (centres undefined)	10%	4%	8%	u	4%[9.22 µM]	-47%[inhibitor][10 µM]	5%
CC(C)(C)c1nnc2sc(SCC(=O)c3ccc(Cl)cc3)nn2c1=O	56%[activator]	-6%	-7%	-10%	u	-42%[inhibitor]	13%[38.3 µM]
COc1ccccc1OCC(=O)NCCCn1ccnc1	1%	-6%	-8%	-4%	-8%	-40%[inhibitor]	12%
CC1=C(C(=O)OCc2ccccc2)C(c2ccc(Cl)cc2Cl)NC(=O)N1CCCC(=O)O (centres undefined)	-20%	3%	3%	9%	21%	x	-2%
CC(=O)C1=C(O)C(=O)N(Cc2cccnc2)C1c1ccccc1 (centres undefined)	1%	1%	-1%	4%	2%	3%[10 µM]	-1%
COc1ccc2cc(CCNC(=O)C3CC3)c(=O)[nH]c2c1	-6%	-6%	3%	2%	8%	1%	10%[38.3 µM]
Cc1ccc(C)c(N2CCN(C(=O)c3ccc(CS(=O)(=O)c4ccccc4C)o3)CC2)c1	10%	0%	-8%	u	28µM*	-8%[10 µM]	20%[38.3 µM]
CCn1cc(C(=O)NCc2ccc3c(c2)OCO3)c2cc(OC)c(OC)cc2c1=O	x	-2%	19%	-26%	2%	4%	x
CCOc1cc(C(c2c(C)[nH][nH]c2=O)c2c(C)[nH][nH]c2=O)ccc1OC(=O)c1cccc([N+](=O)[O-])c1	1%	-3%	u	-4%	12%	-14%	24%[38.3 µM]
O=C(CCN1CCN(CC(=O)Nc2ccccc2F)CC1)Nc1ccccc1F	1%	-4%	-3%	-12%	7%	-5%	-4%[38.3 µM]
COCCn1nnnc1C(c1cccc(C(F)(F)F)c1)N1CCN(Cc2ccccc2)CC1 (centres undefined)	-7%	-5%	-5%	-5%	0%[9.22 µM]	-2%	0%[38.3 µM]
O=C(/C=C\c1ccccc1[N+](=O)[O-])Nc1ccccc1	5%	x	4%	-2%	10%	-30%[inhibitor]	-5%

Bioassay records from PubChem BioAssay.

Only part of the results is shown; rates above refer to the full screens.
